# From PubChem
# SRC3 inh – SRC3 coactivator transcriptional activity inhibitors, primary screen, cell-based, luminescence; inhibition, % at 3.6 µM; 360,000 tested, 0.17% active; Nuclear receptor coactivator 3 (Homo sapiens), Q9Y6Q9; AID 588352, 2011; HEK293 GAL4-SRC3 luciferase reporter;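 active = inhibition above a per-campaign cutoff, the mean of all compounds plus 3 SD, cut at about 60% in these data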;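 also: 0% = DMSO-treated cells and 100% = gossypol-treated cells at 36 µM; higher means less SRC3-driven luciferase light from the GAL4 reporter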
# NOD2 RIPK2 PPI – NOD2-RIPK2 binding disruptors in cells, primary screen, fluorescence, CHO cells, BLA complementation | Receptor-interacting serine/threonine-protein kinase 2 (Homo sapiens), O43353 | CCF4 ratio | inhibition, % at 4.98 µM | 360,000 tested, 0.38% active; in the data active = inhibition above about 21%;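 also: 0% = vehicle only and 100% = reference blocker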
# Target sequence (O43353 whole entry, looked up): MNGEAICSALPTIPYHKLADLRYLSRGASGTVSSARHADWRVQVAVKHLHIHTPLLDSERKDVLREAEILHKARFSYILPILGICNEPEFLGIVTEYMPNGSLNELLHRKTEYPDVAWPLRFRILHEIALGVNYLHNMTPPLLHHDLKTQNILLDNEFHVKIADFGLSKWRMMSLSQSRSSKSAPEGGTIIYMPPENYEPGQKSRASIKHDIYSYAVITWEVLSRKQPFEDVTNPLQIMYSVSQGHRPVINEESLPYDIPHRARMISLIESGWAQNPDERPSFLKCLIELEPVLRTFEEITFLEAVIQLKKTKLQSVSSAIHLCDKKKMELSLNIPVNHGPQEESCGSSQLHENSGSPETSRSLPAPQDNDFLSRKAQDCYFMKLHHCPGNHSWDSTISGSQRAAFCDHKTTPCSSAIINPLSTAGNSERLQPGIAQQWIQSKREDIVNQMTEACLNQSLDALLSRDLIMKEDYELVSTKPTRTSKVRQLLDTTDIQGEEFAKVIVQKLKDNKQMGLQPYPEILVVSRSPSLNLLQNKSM
# TLR9-MyD88 block – inhibitors of TLR9-MyD88 association in cells, primary screen, cell-based, CHO, BLA complementation, fluorescence; inhibition, % at 4.98 µM; 340,000 tested, 0.21% active; AID 504734, 2011; CCF4 FRET ratio;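 active = inhibition above the mean over all tested compounds plus 3 SD, cut at about 21% in these data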;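 also: 0% = DMSO only wells and 100% = clavulanate BLA inhibitor control wells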
# NR5A2 inv ag – LRH-1 (NR5A2) inverse agonists, primary screen, cell-based, luminescence, HEK293T, StAR-luciferase reporter; Nuclear receptor subfamily 5 group A member 2 (Homo sapiens), O00482; LRH-1 transfected, 24 h; inhibition, % at 3.6 µM; 360,000 tested, 0.13% active; AID 602396, 2012;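 active = inhibition above the mean inhibition of all tested compounds plus 3 SD, cut at about 73% in these data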;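 also: 0% = DMSO wells and 100% = reporter-only cells lacking LRH-1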
# Target sequence (O00482 whole entry, looked up): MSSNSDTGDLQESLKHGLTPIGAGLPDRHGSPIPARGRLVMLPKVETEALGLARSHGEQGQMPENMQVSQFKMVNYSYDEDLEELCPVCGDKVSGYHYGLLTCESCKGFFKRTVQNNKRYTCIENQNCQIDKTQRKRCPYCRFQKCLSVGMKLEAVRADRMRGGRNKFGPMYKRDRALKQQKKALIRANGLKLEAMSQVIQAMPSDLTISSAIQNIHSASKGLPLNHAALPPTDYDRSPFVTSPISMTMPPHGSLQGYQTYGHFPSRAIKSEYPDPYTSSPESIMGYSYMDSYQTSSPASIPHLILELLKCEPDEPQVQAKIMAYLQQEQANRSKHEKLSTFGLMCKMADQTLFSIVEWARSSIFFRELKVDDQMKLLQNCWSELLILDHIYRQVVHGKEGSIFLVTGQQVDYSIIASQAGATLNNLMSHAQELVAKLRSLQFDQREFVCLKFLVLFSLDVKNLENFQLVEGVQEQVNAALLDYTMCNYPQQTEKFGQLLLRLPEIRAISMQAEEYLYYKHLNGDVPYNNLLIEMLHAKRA
# TROY signal inh – inhibitors of TROY-driven NF-kB signaling, primary screen, Q293 LMP1-TROYcd cells, NF-kB luciferase, uHTS. Q293 LMP1-TROYcd NF-kB luciferase reporter, 4 h. inhibition, % at 10 µM. 360,000 tested, 0.98% active;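 active = compounds whose plate-normalised and pattern-corrected inhibition of the luciferase reporter signal at the single screening dose is 50% or more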
# EBV LMP1 NFkB – EBV LMP1-driven NF-kappaB luciferase reporter inhibitors, primary screen, cell-based, luminescence, single point. AID 504558, 2011. LMP1-induced NF-kappaB luciferase reporter cells. inhibition, % at 12.5 µM. 350,000 tested, 0.69% active; in the data active = inhibition above about 41%;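 also: 0% = neutral control wells and 100% = reference inhibitor control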
# NCOA1 inh – SRC1 coactivator transcriptional activity inhibitors, primary screen, cell-based, luminescence | AID 588354, 2011 | Nuclear receptor coactivator 1 (Homo sapiens), Q15788 | HEK293 GAL4-SRC1 luciferase reporter | inhibition, % at 3.6 µM | 360,000 tested, 0.12% active;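 active = inhibition above the campaign mean plus 3 SD, with each screening campaign given its own cutoff, cut at about 60% in these data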;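 also: 0% = DMSO treated cells and 100% = gossypol at 36 µM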
# Vif imaging – HIV Vif self-association inhibitors, primary screen, imaging, HEK293T, single point; 340,000 tested, 0.35% active; HEK293T cells, Vif self-association by quenched fluorescence, 24 h; inhibition, % at 7.49 µM; AID 602346, 2012; in the data active = inhibition above about 50%, passing the limit was not always enough; also: some results filed as inactive read as strong as hits
# C8 TRAIL sens – viability loss with TRAIL in NB7+C8 cells, primary screen, TRAIL sensitizer project, cell-based, ATPlite luminescence. inhibition (viability loss, TRAIL sensitization), % at 10 µM. 360,000 tested, 1% active. AID 624354, 2012;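 active = compounds causing at least 50% loss of cell viability in the single-dose screen, relative to plate controls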
# SRC2 inh – inhibition of GAL4-SRC2 driven luciferase reporter, primary screen, SRC2 inhibitor project, cell-based, luminescence; Nuclear receptor coactivator 2 (Homo sapiens), Q15596; HEK293 GAL4-SRC2 luciferase reporter; AID 651957, 2012; 370,000 tested, 0.17% active; inhibition, % at 9 µM;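 active = inhibition above the mean inhibition of all tested compounds plus 3 SD, set per campaign, cut at about 52% in these data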;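 also: 0% = DMSO treated cells and 100% = cells given Gossypol at 36 µM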
# COUP-TFII inh – NR2F2 transcriptional activity inhibitors, primary screen, cell-based, luciferase reporter, HEK293T, luminescence | AID 686940, 2013 | inhibition, % at 8.6 µM | 370,000 tested, 0.7% active | HEK293T NGFI-A luciferase reporter;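 active = inhibition above a per-plate cutoff, mean inhibition of test wells between control levels plus 3 SD, cut at about 38% in these data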;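 also: cells cotransfected with COUP-TFII expression vector driving the NGFI-A reporter; 0% = median of COUP-TF2 test wells and 100% = reporter-only cells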
# Starred values were filed as active, the others as inactive; . = no result given. A portion of the library. The share of hits here may be higher or lower than overall.
compound	SRC3 inh	NOD2 RIPK2 PPI	TLR9-MyD88 block	NR5A2 inv ag	TROY signal inh	EBV LMP1 NFkB	NCOA1 inh	Vif imaging	C8 TRAIL sens	SRC2 inh	COUP-TFII inh
O=C(Cn1cnc2ccccc2c1=O)NNC(=O)c1cccc([N+](=O)[O-])c1	-18	-1	8	-10	-1	-4	-53	-3	-10	-3	3
CC1(C)Cc2c(C#N)c(N3CCCC3)nc(-c3ccco3)c2CO1	-2	-17	4	-24	-1	-1	-8	7	-22	7	-12
CCNC(=O)C(Cc1ccccc1)NC(=O)OCc1ccccc1 (centres undefined)	9	-11	.	-8	-20	6	3	-1	-18	4	5
COc1cc(/C=C2/SC(=S)N(CCC(=O)Nc3ccccc3)C2=O)cc(OC)c1OC	-17	4	-15	-16	-3	6	-9	-8	19	-9	-2
Nc1c(C(=O)c2ccc(Cl)cc2)sc2nc3c(cc12)CCC3	-35	-6	-4	-50	-54	-25	-33	6	9	-19	-15
CC(C)c1ccc(N(C)C(=O)Cc2c(C(=O)O)n(C)c3ccccc23)cc1	-7	-8	-5	0	-15	5	-7	-6	19	16	-17
Cc1cc(S(=O)(=O)N2CCOCC2)ccc1OCC(=O)Nc1cccc(C(F)(F)F)c1	-7	-4	-7	4	9	5	-1	11	-4	-2	7
CC(Oc1cc2oc(=O)c3c(c2cc1Cl)CCCC3)C(=O)NCC1CCC(C(=O)O)CC1 (centres undefined)	-25	-2	-8	13	-3	-4	-2	4	3	-10	21
COc1ccc(CCNS(=O)(=O)c2c(C)nc3scc(C)n3c2=O)cc1OC	-11	-7	3	-18	-13	3	2	8	-8	3	1
Cc1ccc(-c2nnn(CC(=O)Nc3cccc4c3CCCC4)n2)o1	-12	-4	-2	13	-8	-2	-9	2	2	-25	2
Cc1ccc(-n2c(Cc3cccn3C)nnc2SCC(=O)NC2CCCCC2)cc1	3	-6	-1	-6	-11	-4	-32	.	8	12	4
COc1cc(CCC(=O)OCC(=O)Nc2ccccc2F)cc(OC)c1OC	-4	-6	-12	4	-4	3	4	23	-17	-12	-1
CC(C)CN(C(=O)Cn1c(=O)cnc2ccccc21)C1CCS(=O)(=O)C1 (centres undefined)	8	0	4	-17	-12	-13	-19	-5	-33	4	4
Cc1ccccc1C(=O)NCCNC(=O)c1ccco1	9	-9	5	-11	-7	-8	-2	4	-4	-16	-11
S=c1nc(-c2ccccc2)n(CCCn2ccnc2)c2c1CCCC2	11	-13	-14	5	-8	4	3	22	6	-6	0
COc1ccc(N2CCN(S(=O)(=O)c3cccc4cccnc34)CC2)cc1	7	0	4	5	-3	0	-26	6	6	-18	4
O=C(CCc1nc(-c2ccc(Cl)cc2)no1)NCC1CCCO1 (centres undefined)	20	-11	-8	-15	-12	1	-38	-1	-16	17	4
O=C(CSc1ncnc2c1oc1ccccc12)Nc1nc2ccccc2s1	-29	-2	8	3	29	10	4	-6	20	-3	-12
CSc1nc2ccc(NS(=O)(=O)c3ccc4c(c3)OCCO4)cc2s1	8	-8	3	20	13	15	4	-12	7	11	19
Cc1cccc(N2CCN(C(=O)Cc3ccc(-n4c(=O)[nH]c5ccsc5c4=O)cc3)CC2)c1C	22	-5	-15	-3	14	8	15	-3	-1	0	21
CC(C)CCn1c(SCC(=O)Nc2ccccc2C(F)(F)F)nc2nccnc2c1=O	1	1	6	-3	-23	-17	9	-1	-15	12	-14
CCc1ccc(-c2nn(Cc3ccccc3)cc2C(=O)NCC2CCCO2)cc1 (centres undefined)	-2	9	4	-4	-13	-8	-32	-3	5	-10	13
O=c1[nH]snc1-c1c(Cl)cccc1Cl	15	-9	-4	-8	8	-8	-29	-13	2	-3	5
Cc1ccc(NCCC#N)cc1C	3	-5	-3	-5	-3	-1	0	0	-1	14	14
O=C(Nc1ccc(F)cc1)C(c1ccccc1)N1CCN(CC(=O)N2CCCC2)CC1 (centres undefined)	11	1	8	27	-29	8	5	1	-4	-14	-6
Cc1oc(-c2ccccc2)cc1C(=O)Nc1cccc2ccccc12	9	-8	-5	-13	-3	-2	-7	-19	4	2	-9
CCOC(=O)CCc1c(C)c2ccc(OC3CCCCC3=O)c(C)c2oc1=O (centres undefined)	-45	-8	0	-26	-4	-3	-19	-15	7	-11	11
CSC1=N/C(=C\c2c(F)cccc2Cl)C(=O)S1	4	-4	1	8	3	-8	-9	7	-2	-98	5
O=C(/C=C1\NC2(CCCC2)Cc2ccccc21)C(=O)N/N=C/c1ccc(O)c(O)c1	-16	12	12	15	-16	-16	18	.	3	26	14
COc1ccc(OC(=O)COc2cc(C)ccc2C)cc1	-4	1	-12	4	1	-19	10	9	-1	-18	5
Clc1ccc(C2=NOC(c3nnc(-c4ccccc4)o3)C2)cc1 (centres undefined)	-10	-6	-5	7	-26	5	6	-3	6	-1	0
O=C(Nc1ccc2nc(-c3ccco3)c(-c3ccco3)nc2c1)N1CCN(c2ccccn2)CC1	0	1	6	11	-18	9	-2	-11	17	-6	4
Cc1coc2c(C)c3oc(=O)c(CCC(=O)NCc4ccccn4)c(C)c3cc12	8	0	0	-33	8	10	-4	0	-18	-23	-7
CCOC(=O)n1cnc2nc(N)nc(SC)c21	-12	-15	-9	-1	-4	0	14	4	8	1	-7
COc1ccc(NC(=O)CSc2nnc(CNc3ccc(C)cc3)n2C)cc1	-11	-6	2	-5	-7	-12	-8	-4	4	-35	11
COc1ccc(N(CC(=O)Nc2ccc(Cc3ccncc3)cc2)S(=O)(=O)c2ccccc2)cc1	2	-10	-4	19	15	-3	-4	-2	13	-39	8
CC(C)(C)NS(=O)(=O)c1ccc(C(=O)Nc2ccc3c(c2)OCO3)cc1	-28	-7	-1	-15	-47	-10	-25	1	-3	-17	-17
C/C(=N\NC(=O)COc1ccc([N+](=O)[O-])cc1)c1ccco1	0	4	9	-5	-2	4	-12	-5	-10	-7	1
Cc1[nH]c2ccccc2c1/C=C/c1cc[n+](C)cc1	7	3	9	6	17	4	7	.	6	4	16
CN=Cc1sc2ccccc2c1O	5	-1	-6	-11	48	-5	-5	3	16	-54	1
COc1ccccc1NC(=O)CSc1nc2[nH]ncc2c(=O)[nH]1	-16	-4	2	9	12	3	1	-3	-7	1	18
COc1ccc([N+](=O)[O-])cc1NC(=O)C(C)Sc1ccccc1 (centres undefined)	8	-3	1	-1	5	-3	9	5	7	0	21
S=C(Nc1ccc(Cl)cc1)NC1CC2CCCC(C1)N2C1CC1 (centres undefined)	7	2	-4	-1	10	9	-31	15	0	15	3
COc1ccc(S(=O)(=O)N(C)Cc2ccc3c(c2)OCCO3)cc1	6	-2	-2	-5	-5	-1	-2	-3	-14	12	-9
CC(C)(C)OC(=O)CC[C@@H](C(=O)N1CCN(C(=O)OC(C)(C)C)CC1)n1cc(C(Cc2ccc(O)cc2)NC(=O)OC(C)(C)C)nn1 (some centres undefined)	-26	-17	-3	-7	-11	2	-6	-6	9	-16	24
O=C1NCCN(CC2CCN(CCC3CCCC3)CC2)C1=O	0	-4	3	23	-3	-1	1	.	-13	-6	10
CCCN(CCC)CC(=O)NCC1(c2ccccc2)CCOCC1	-1	-5	0	11	1	1	-4	-4	-13	-13	4
COC(=O)c1cc(C(C)=O)n2ccccc12	19	-3	0	14	-16	-8	5	5	-13	6	-12
O=C(c1cc(-c2ccccc2Cl)nc2ccc(Br)cc12)N1CCN(c2ccccn2)CC1	8	-16	0	13	69*	-1	6	-2	41	1	14
O=C(CSCc1ccccc1Br)Nc1ccccc1	-73	-34	-8	-35	-14	-2	-50	-4	0	-13	-18

# (cont.)
compound	SRC3 inh	NOD2 RIPK2 PPI	TLR9-MyD88 block	NR5A2 inv ag	TROY signal inh	EBV LMP1 NFkB	NCOA1 inh	Vif imaging	C8 TRAIL sens	SRC2 inh	COUP-TFII inh
CC(O)(CS(=O)(=O)Cc1ccccc1Cl)C(=O)Nc1cccc(C(F)(F)F)c1 (centres undefined)	10	-7	-7	-12	3	4	-4	-5	6	19	-10
CCn1c(SCC(=O)NC2=NCCS2)nnc1C(C)NC(=O)c1ccccc1F (centres undefined)	5	-1	-4	8	4	-1	-2	-7	7	16	5
CN=c1scc(-c2ccccc2F)n1/N=C/c1ccc[nH]1	92*	4	6	91*	83*	82*	92*	-9	88*	91*	106*
Cc1cc(C)cc(NC(=O)CSc2nc3c(oc4ccccc43)c(=O)n2-c2ccccc2)c1	-2	2	3	-2	8	11	1	-2	-21	-4	7
CC(=O)c1cc2c(cc1NC(=O)CSc1nnc(C3CC3)n1C)OCO2	7	-1	9	-7	-7	-2	17	.	3	11	2
C=CCn1c(CCSCc2ccccc2)n[nH]c1=S	28	-4	-3	15	2	-6	1	9	6	28	12
CC(C)n1nccc1NC(=O)COC(=O)c1ccc(NC(N)=O)cc1	7	-1	-2	1	-10	-1	10	27	-13	-14	-1
CCn1c(=O)cc(OCC(=O)Nc2ccc(C)cn2)c2ccccc21	11	-10	-2	18	9	-12	4	-5	-7	5	-19
CC(C)(C)n1nnnc1C(c1cccs1)N1CCN(Cc2ccccc2)CC1 (centres undefined)	13	-1	0	13	-10	6	-11	-5	2	-3	14
c1coc(C2OCC3(CO2)COC(c2ccco2)OC3)c1 (centres undefined)	18	-6	-17	-10	2	-8	-2	0	-29	-2	-9
COc1ccc(-c2[nH]ncc2[C@@H]2C[C@H]3CN(Cc4ccccc4C)C(=O)[C@]34CCCN24)cc1	-3	-6	-7	-8	17	2	-1	1	-4	1	20
O=C1CCc2cc(NS(=O)(=O)c3ccc([N+](=O)[O-])cc3)cc3c2N1CCC3	12	-12	-13	6	-5	11	-1	11	18	-6	3
CC(C)CNC(=O)NC(=O)COC(=O)C1CSC2(c3ccc(F)cc3)CCC(=O)N12 (centres undefined)	-1	4	-5	7	12	-3	15	-1	-6	-58	-9
O=C(CN1CCCCC1)Nc1ccc(NC(=O)c2ccc(Cl)cc2)cc1Cl	6	-16	3	-3	-18	15	-14	-16	28	-12	5

# An excerpt from above in order of their number in NOD2 RIPK2 PPI, largest number first:
compound | NOD2 RIPK2 PPI
CC(C)CNC(=O)NC(=O)COC(=O)C1CSC2(c3ccc(F)cc3)CCC(=O)N12 (centres undefined) | 4
CC(=O)c1cc2c(cc1NC(=O)CSc1nnc(C3CC3)n1C)OCO2 | -1
CC(O)(CS(=O)(=O)Cc1ccccc1Cl)C(=O)Nc1cccc(C(F)(F)F)c1 (centres undefined) | -7
